# High-throughput results (PubChem)
# Bim-Bcl-XL: disrupts Bim peptide binding to human Bcl-XL | bead flow cytometry, fluorescence | inhibition, % at 10 µM | 190,000 tested, 0.04% active | AID 1007
# RGS4-Gao reg: modulates binding of RGS4 to human Galphao; P09471; Multiplexed bead flow cytometry; actives lie on both sides; binding response (% of control), % at 10 µM; 220,000 tested, 0.33% active; in the data active = binding response below about 49% or above about 150%; inactive = in between;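 also: fluorescent Galphao activated with aluminum fluoride binding bead-coupled RGS4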
# Bfl-1 Bim block: inhibitors of Bim-Bfl-1 interaction, human. Q16548. Bead-based flow cytometry, Bim-Bfl-1 binding inhibition. inhibition, % at 10 µM. 190,000 tested, 0.12% active. AID 1008;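 also: 0% = wells without compound plus tracer and 100% = blocker peptide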
# Bim-Bcl-B: disrupts Bim peptide binding to human Bcl-B. bead-based flow cytometry. inhibition, % at 10 µM. 190,000 tested, 0.073% active. AID 951;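 also: 0% = tracer peptide without compound and 100% = reference inhibitor peptide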
# Target sequence (Q9HD36 whole entry, looked up): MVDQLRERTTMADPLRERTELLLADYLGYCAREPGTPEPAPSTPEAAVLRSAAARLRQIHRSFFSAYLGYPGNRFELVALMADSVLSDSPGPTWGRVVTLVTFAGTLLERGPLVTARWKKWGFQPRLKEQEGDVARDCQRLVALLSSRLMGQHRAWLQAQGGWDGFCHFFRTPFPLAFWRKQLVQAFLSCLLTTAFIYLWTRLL
# Mcl-1 Bim block: human Bim-Mcl-1 interaction inhibition; Bead-based flow cytometry, Bim peptide-Mcl-1 binding; inhibition, % at 10 µM; 190,000 tested, 0.1% active; AID 1009;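 also: 0% = no compound tracer wells and 100% = peptide blocker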
# Target sequence (Q07820 whole entry, looked up): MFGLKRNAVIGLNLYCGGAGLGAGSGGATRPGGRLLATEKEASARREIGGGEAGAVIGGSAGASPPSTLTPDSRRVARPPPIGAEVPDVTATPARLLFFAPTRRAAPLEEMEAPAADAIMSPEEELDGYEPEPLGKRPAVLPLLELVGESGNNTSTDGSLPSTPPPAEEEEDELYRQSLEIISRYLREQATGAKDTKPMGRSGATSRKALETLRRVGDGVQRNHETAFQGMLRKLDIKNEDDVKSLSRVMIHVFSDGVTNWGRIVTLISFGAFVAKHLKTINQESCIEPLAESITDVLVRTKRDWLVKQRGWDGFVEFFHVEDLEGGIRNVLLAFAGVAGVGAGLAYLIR
# RGS8-Gao reg: modulates binding of RGS8 to human Galphao. multiplexed bead flow cytometry; actives lie on both sides. 220,000 tested, 0.34% active. response (percent of control binding), % at 10 µM; in the data active = response below about 60% or above about 140%; inactive = in between;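 also: Galphao activated as the GDP aluminium fluoride complex binding bead-coupled RGS8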
# Bcl-W Bim block: disrupts Bim peptide binding to human Bcl-W. inhibition, % at 10 µM. Q92843. bead-based flow cytometry. 190,000 tested, 0.02% active. AID 952;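 also: 0% = bound tracer without compound and 100% = peptide blocker; higher means less fluorescent Bim peptide bound to Bcl-W beads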
# Target sequence (Q92843 whole entry, looked up): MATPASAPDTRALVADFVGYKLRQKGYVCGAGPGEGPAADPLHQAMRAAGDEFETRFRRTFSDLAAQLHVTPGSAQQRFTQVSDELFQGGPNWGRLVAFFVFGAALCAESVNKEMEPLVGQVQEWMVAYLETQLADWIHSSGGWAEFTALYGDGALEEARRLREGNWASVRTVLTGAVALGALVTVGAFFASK
# Mcl1-Bid inh: disrupts binding of human Mcl-1 to Bid peptide. inhibition, % at 21.7 µM. 220,000 tested, 0.97% active. TR-FRET Mcl-1/Bid-Dy647 peptide binding, 1536-well. Q07820;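 active = compounds that cut the binding signal by more than half at the single screening dose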;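 also: His-tagged Mcl-1 with europium anti-His antibody binding Bid BH3 peptide; 0% = Mcl-1 plus peptide wells and 100% = peptide-only wells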
# RGS7-Gao reg: regulators of human RGS7-Galphao interaction | Multiplexed bead flow cytometry, RGS7-Galphao binding; actives lie on both sides | binding response (% of control), % at 10 µM | 220,000 tested, 0.35% active | AID 1439; in the data active = binding response below about 49% or above about 150%; inconclusive = no clear call, values can overlap the other calls; inactive = in between;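 also: fluorescent Galphao held in activated GDP-AlF4 state binding bead-coupled RGS7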
# Mcl1-Noxa inh: Mcl-1/Noxa interaction inhibition; Q07820; TR-FRET Mcl-1/Noxa peptide binding, 2 h; inhibition, % at 21.7 µM; 220,000 tested, 1.5% active; AID 1022;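 active = compounds that cut the protein-peptide binding signal by more than 50% relative to plate controls in a single-dose test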;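 also: His-tagged Mcl-1 with rhodamine Noxa BH3 peptide and terbium anti-His antibody; 0% = Mcl-1 plus Noxa peptide wells and 100% = peptide-only wells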
# Bim-Bcl-2: inhibitors of Bim-Bcl-2 interaction, human; 190,000 tested, 0.06% active; AID 950; Bead-based flow cytometry, Bim peptide-Bcl-2 binding; inhibition, % at 10 µM; in the data active = inhibition above about 40%; inconclusive = no clear call, values can overlap the other calls;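 also: 0% = no compound wells with probe peptide and 100% = reference peptide inhibitor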
# Target sequence (P10415 whole entry, looked up): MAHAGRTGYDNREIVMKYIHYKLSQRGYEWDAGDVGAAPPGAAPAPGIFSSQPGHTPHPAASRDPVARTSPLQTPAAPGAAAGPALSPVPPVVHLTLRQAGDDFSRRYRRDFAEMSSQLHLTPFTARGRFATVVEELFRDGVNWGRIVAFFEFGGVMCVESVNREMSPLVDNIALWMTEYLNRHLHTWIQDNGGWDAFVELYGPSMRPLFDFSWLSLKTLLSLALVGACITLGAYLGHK
# Starred values were filed as active, the others as inactive; ? = inconclusive; . = no result given. Rule as the data show it, unless noted: active = inhibition above about 40%. Compounds as they come. About 2.7% of those tested had a hit in this group.
SMILES,Bim-Bcl-XL,RGS4-Gao reg,Bfl-1 Bim block,Bim-Bcl-B,Mcl-1 Bim block,RGS8-Gao reg,Bcl-W Bim block,Mcl1-Bid inh,RGS7-Gao reg,Mcl1-Noxa inh,Bim-Bcl-2
CC(C)N1CCC(N2CCN(Cc3cc4c(cc3Cl)OCO4)CC2CCO)CC1 (configuration not stated),-3,106,-8,-3,0,105,0,-41,103,-13,-2
CN(C)/C=C(\C#N)c1nc2ccccc2[nH]1,-12,136,-12,-8,-5,123,-3,-12,131,4,-9
Cc1ccc(OCC(=O)Nc2ccc(C)c(S(=O)(=O)N3CCCCC3)c2)c([N+](=O)[O-])n1,-5,103,-5,-12,-4,102,-7,-5,104,6,-7
Cc1sc(NC(=O)c2ccc(Cl)s2)c(C(N)=O)c1C,-21,105,-10,-9,-2,105,-1,22,106,50,-18
NS(=O)(=O)c1ccc(N/N=C2/CCCCC2C2CCCCC2)c([N+](=O)[O-])c1 (configuration not stated),-2,100,0,-1,0,104,0,-14,100,20,1
CC(C)(C)NC(=O)COc1ccc(CNn2nnnc2N)cc1,-7,103,-7,-1,3,91,4,-25,113,-2,0
CCN1CCN(CCCOc2ccccc2-c2ccccc2)CC1,0,96,-4,-1,0,99,-2,49,94,4,0
COc1cc(CNC2CCCC2)cc(Cl)c1OCc1ccccc1Cl,1,119,-6,-7,2,110,0,10,104,6,0
COc1cc(OC)nc(-n2ncc(Br)c(Br)c2=O)n1,-3,97,0,-9,-4,97,-3,-3,98,4,-2
COc1ccc(CNc2nc(-c3ccccc3)nn2C(=O)c2ccc([N+](=O)[O-])cc2)cc1,-10,99,-15,-14,-9,98,-8,16,101,-9,-7
COc1ccc(N2C(=O)C3CCCCC3C2=O)cc1NC(=O)c1ccccc1 (configuration not stated),0,95,-4,-3,3,109,0,-5,94,-17,-2
COC(=O)c1cn(NC(=O)Cc2ccc(Cl)c(Cl)c2)c(=O)c2ccccc12,0,112,0,1,1,127,0,12,110,30,-1
CC(C)OC(=O)CCc1nc2ccccc2[nH]c1=O,-2,99,-11,-6,-1,100,0,14,97,8,-7
CN(Cc1cnccn1)Cc1nc(Cc2cccc(F)c2)no1,-4,100,0,0,-6,100,-3,-26,99,11,-4
Cc1sc(NC(=O)C2CCCCC2C(=O)O)c(C(N)=O)c1C (configuration not stated),-1,95,0,1,0,95,0,-33,100,13,0
CCOC(=O)CN1C(=O)S/C(=C/c2ccc(N3CCCCC3)o2)C1=O,-4,108,0,-2,-1,94,0,-14,102,14,-3
CCn1c(SCc2ccccc2)nnc1-c1cccs1,0,100,-12,-9,0,98,0,2,99,3,-4
CCOC(=O)Cc1csc(NC(=O)CSc2nnnn2-c2ccc(CC)cc2)n1,1,102,-3,-7,-1,101,0,15,98,28,0
O=[N+]([O-])c1cccc(Cl)c1NCCNS(=O)(=O)c1ccccc1,-1,102,-6,-2,0,101,-3,-18,100,-3,-4
CC(C)(C)C(=O)Nc1cc(S(=O)(=O)Nc2ccc(Cl)cc2)ccc1O,-3,97,-3,-5,-2,100,-4,-1,94,8,-4
CCO[C@H]1OC(C(=O)NC2CC2)=C[C@@H](c2c[nH]c3ccccc23)[C@@H]1CCCO,.,103,.,.,.,100,.,-106,?,-9,.
O=C(N1CCOCC1)n1nnc2ccccc21,-3,140,-1,0,-2,128,-2,-13,130,12,-3
CCOc1ccc(N2C(=O)CS/C2=C(\C(Cl)=C(Cl)Cl)[N+](=O)[O-])cc1,-10,78,1,1,-3,85,0,16,84,24,0
Cc1ccccc1OCc1nc(-c2ccc(NC(=O)c3ccco3)cc2)no1,-3,99,-13,-5,0,98,1,6,96,-7,-6
CC(C)(C)CC(C)(C)NC(=O)Nc1cccc([N+](=O)[O-])c1,1,103,-2,5,0,105,1,-5,97,9,-1
COC(=O)c1c(C(=O)OC)c(C)n(Cc2ccco2)c1C,-1,94,-3,0,0,93,0,-9,93,11,-2
COc1ccc(Cc2nc(C(=O)NCc3ccccc3OC)cs2)cc1,-3,99,-2,-3,-1,100,-2,-17,102,4,-6
COc1ccc(CN2CCC(N3CCC(C(=O)N4CCOCC4)CC3)CC2)c(F)c1,1,108,-2,2,0,108,3,-43,112,6,-2
Cc1cccc(-c2nnn3c2nc(NCCc2ccc(S(N)(=O)=O)cc2)c2ccccc23)c1,-8,103,2,-9,-11,99,-5,-375,103,-305,-2
Cc1cc(C)n(-c2nc3c(c(=O)[nH]c(=O)n3C)n2CCc2ccccc2)n1,-1,101,-6,-1,-4,98,0,-31,98,-14,-5
O=C(NCc1cccs1)c1ccc(Cl)c(S(=O)(=O)N2CCCC2)c1,-2,106,-9,-3,-2,105,-1,1,106,-1,-4
O=C(NCCc1c[nH]c2ccccc12)C(=O)NCC1OCCN1S(=O)(=O)c1ccc(Cl)cc1 (configuration not stated),0,.,0,1,0,.,4,-7,.,5,1
CCc1ccc(Nc2nc(N)nc(CSc3nc4ccccc4s3)n2)cc1,-5,100,-6,-6,0,102,-1,10,99,10,-6
c1ccc2c(-c3nc(-c4ccncc4)no3)cccc2c1,-2,94,0,0,0,96,1,3,90,13,-3
COc1ccc(S(=O)(=O)N2CCCCC2)cc1NC(=O)c1cccnc1SC,.,103,.,.,.,104,.,-20,?,-1,.
Cc1ccc2sc(C)[n+](CCCS(=O)(=O)[O-])c2c1,-6,104,-4,-3,-1,102,-3,-24,100,-2,-3
Cc1ccc(NC(=O)CS(=O)CC(=O)N(C2CCCC2)C(C)C(=O)NC2CCCCC2)cc1 (configuration not stated),-6,105,-16,-11,-5,104,-2,-6,101,-1,-12
CCCCn1nnc(NC(=O)CC23CC4CC(CC(C4)C2)C3)n1,-4,100,-9,-7,0,98,-2,-36,95,-18,-7
Cc1cc(C)c(S(=O)(=O)c2c(C)cccc2C)c(OCC(C)C)n1,-3,88,-4,-3,-1,91,-2,-1,86,-10,0
Cc1cc(C)c(C)c(S(=O)(=O)NNC(=O)c2cccc(S(=O)(=O)N3CCOCC3)c2)c1C,-2,103,0,-6,-3,106,0,-28,102,-2,-2

# Three compounds already listed, ordered by molar mass, lowest first.
SMILES,Bim-Bcl-XL,RGS4-Gao reg,Bfl-1 Bim block,Bim-Bcl-B,Mcl-1 Bim block,RGS8-Gao reg,Bcl-W Bim block,Mcl1-Bid inh,RGS7-Gao reg,Mcl1-Noxa inh,Bim-Bcl-2
Cc1ccccc1OCc1nc(-c2ccc(NC(=O)c3ccco3)cc2)no1,-3,99,-13,-5,0,98,1,6,96,-7,-6
Cc1cccc(-c2nnn3c2nc(NCCc2ccc(S(N)(=O)=O)cc2)c2ccccc23)c1,-8,103,2,-9,-11,99,-5,-375,103,-305,-2
Cc1cc(C)c(C)c(S(=O)(=O)NNC(=O)c2cccc(S(=O)(=O)N3CCOCC3)c2)c1C,-2,103,0,-6,-3,106,0,-28,102,-2,-2

# Following part:
SMILES,Bim-Bcl-XL,RGS4-Gao reg,Bfl-1 Bim block,Bim-Bcl-B,Mcl-1 Bim block,RGS8-Gao reg,Bcl-W Bim block,Mcl1-Bid inh,RGS7-Gao reg,Mcl1-Noxa inh,Bim-Bcl-2
CC1(CCc2ccccc2)NC(=O)N(CC(=O)N2CC(=O)Nc3ccccc32)C1=O (configuration not stated),.,92,.,.,.,100,.,-10,?,14,.
CCC(=O)NC(=S)Nc1ccc(NC(=O)c2ccco2)cc1,0,103,-3,1,-1,105,2,-57,105,-3,0
Cn1c(C(C(=O)NCC2CCCO2)N(CCc2ccccc2)C(=O)Cn2nnc3ccccc32)nc2ccccc21 (configuration not stated),-6,101,-2,-6,-6,103,-3,-1,99,18,-2
COc1cc(C(=O)NCC(=O)N/N=C/c2ccccn2)cc(OC)c1OC,-4,111,-5,-3,-1,104,-2,63*,107,-9,-1
CC1(C)CC(=O)C(C=NCCc2ccc(S(N)(=O)=O)cc2)=C(O)C1,-6,100,-12,-6,0,97,0,-21,101,2,-5
Nc1nnc(N)c2ccccc12,0,76,-4,-2,-1,89,0,0,93,4,-2
Cc1cc(C)n2nc(C(=O)NCc3ccccc3)nc2n1,-4,94,-12,-5,0,98,0,1,89,-10,-9
O=C(CCSc1ccccc1)Nc1ccccc1Br,-1,103,-4,-2,5,101,-4,-33,99,2,-2
O=C(C1=C(O)C(=O)N(CCc2ccccc2)C1c1cccnc1)c1ccco1 (configuration not stated),-5,106,-12,-10,-2,103,0,-3,100,19,-9
Cc1nn(-c2ccccc2)c(Cl)c1/C=N/NC(=O)c1cccnc1,-6,101,0,-6,-4,101,-3,1,96,9,-5
Cc1[nH]c(=S)sc1Cc1ccc(Cl)c(Cl)c1,-2,101,5,-7,-5,106,0,-17,100,8,-3
O=C(NC(Cc1c[nH]c2ccccc12)C(=O)N1CCOCC1)c1cccs1 (configuration not stated),-4,105,-7,-8,-3,105,-3,-38,101,17,-4
Cc1ccc(-c2cc(Cc3ccc(N(C)C)cc3)c(=O)[nH]n2)cc1,.,86,.,.,.,93,.,-60,?,2,.
COC(=O)[C@H](CC(C)C)NC(=O)N1CCC(C)CC1,.,96,.,.,.,98,.,-7,?,-3,.
COC(=O)N1[C@H](Cc2ccccc2)C=C[C@]1(C)C(=O)NCc1ccccn1,-2,104,0,-5,-2,97,-3,-12,104,0,0
Cn1c2ccccc2c(=O)c2c(=O)n(Cc3ccco3)c(-c3ccc(C(C)(C)C)cc3)nc21,.,103,.,.,.,99,.,52*,?,-92,.
NC(=S)c1cc2ccc(O)cc2oc1=O,1,95,-1,0,-2,95,1,-61,95,7,2
CCCOc1ccc(CC(=O)NCC2(c3ccccc3)CCOCC2)cc1OC,0,101,-2,1,-2,98,-4,-4,97,10,-1
Cc1ccc(S(=O)(=O)NC(Cc2ccccc2)C(=O)O)cc1 (configuration not stated),-1,100,-5,-2,1,99,-1,-3,?,11,0
O=C(Nc1cccc(Cl)c1)N1CCN(c2ncccn2)CC1,-7,103,-10,-8,0,101,0,-38,101,1,-7
Cc1cc(NC(=O)C2CCCCC2)ccc1NC(=O)c1ccccc1Cl,-3,93,1,-7,-3,81,-4,1,94,0,4
COCCCNC(=O)CS(=O)Cc1nc(-c2ccccc2C)oc1C (configuration not stated),-2,104,-9,-8,1,101,-1,-10,97,2,-8
O=C(CN(c1ccccc1)S(=O)(=O)c1ccccc1)N1CCN(Cc2ccc3c(c2)OCO3)CC1,-6,96,-15,-10,-4,94,-2,-7,94,20,-11
CN(C)C(=O)C(=O)c1cccn1-c1cccc(Cl)c1C#N,1,105,2,4,13,104,-3,14,103,6,2
CCOC(=O)c1cc(N)cc([N+](=O)[O-])c1,-2,101,0,-5,-3,103,0,-24,99,-1,-2
CCOC(=O)CSCC(=O)N1N=C(c2cccs2)CC1c1ccc(F)cc1 (configuration not stated),-10,99,-11,-11,-5,103,-6,30,99,-1,-9
Cc1[nH]c(=S)c(C#N)c(C)c1Cc1ccc(Cl)cc1Cl,.,104,.,.,.,97,.,-21,?,-11,.
CCO[C@H]1OC(C(N)=O)=C[C@@H](C2CCCCC2)[C@@H]1CCCO,-1,101,-1,-4,2,101,0,-10,101,-33,2
CC(=O)Nc1cc2ccccc2oc1=O,-2,98,0,0,0,100,2,-12,102,8,2
COc1ccc(C(=O)COC(=O)c2cccnc2Cl)c(OC)c1,1,97,-1,-3,1,100,2,-16,99,35,0
CS(=O)(=O)Nc1ccc(S(=O)(=O)Nc2nccs2)cc1,-1,94,-11,-7,-1,102,0,-31,96,8,-7
